C2C12 statin – protects C2C12 myotubes from simvastatin toxicity | ATP luminescence, 48 h; scaled: DMSO 0, geranylgeraniol control 100 | rescue of ATP level, % at 7.49 µM | actives 0.78% (n = 330,000) | AID 602340;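 active = mean ATP rescue above about 67%, or every replicate alone reaching that limit, limit read from the data, passing the limit was not always enough; inconclusive = no clear call, values can overlap the other calls; inactive = mean under the limit and some replicate under it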;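 note: myotubes were challenged with 10 µM simvastatin during compound exposure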
esBAF inh – inhibitors of esBAF chromatin remodeling in mouse ES cells; Bmi1-luciferase knock-in reporter, 24 h; 100% = twice the neutral-well signal; reporter increase, % at 12.5 µM; actives 2% (n = 350,000); AID 602393; in the data active = activation above about 40%; inconclusive = no clear call, values can overlap the other calls;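 note: 0% = median of the plate's neutral control wells and 100% = double that signal; a rise in the Bmi1 reporter signal indicates esBAF inhibition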
Numbers without * were called inactive; ? = inconclusive. Only part of the results is shown (hit frequency here may not be typical).

SMILES	C2C12 statin	esBAF inh
COc1ccc(O)c(/C=N\NC(=O)CCn2nnc3ccccc32)c1	13	-9
Cc1c[nH]c2ccccc12	5	5
CCOC(=O)Nc1cccc(C(=O)O)c1	-3	14
C=CCN1C(=O)C2C(C(=O)NC)C3C=CC2(O3)C1C(=O)NCc1ccc(OC)cc1 (centres undefined)	105*	-4
O=C(Nc1sc2c(c1C(=O)O)CCC2)c1cccs1	-7	46*
O=C(c1cccc(C(=O)N2CCc3ccccc32)n1)N1CCc2ccccc21	5	5
O=C(Nc1ccccc1N1CCCCC1)c1ccc2nccnc2c1	5	-4
CCNC(=O)c1sc(=S)n(CC)c1N	1	-1
C=CCn1c(SCC(=O)Nc2sc(C)c(C)c2C(=O)OCC)nnc1-c1sc(N)nc1C	-2	8
Cc1cccc2cc(C#N)c(N3CCN(C)CC3)nc12	0	-4
CCN(CC)c1ccc(-c2nn3c(-c4ccccc4OC)nnc3s2)cc1	-17	-8
Cc1ccc(S(=O)(=O)N2CCSC2c2ccco2)cc1 (centres undefined)	17	-2
COc1cccc(/C=N\n2c(C)nnc2C)c1OC	-7	1
COc1cccc(NC(=O)Cn2c(=O)c3c(ncn3Cc3ccccc3)n(Cc3ccccc3)c2=O)c1	3	7
O=C1CC(Nc2ccc(N3CCOCC3)cc2)C(=O)N1c1cccc(C(F)(F)F)c1 (centres undefined)	-7	-4
COc1cccc(-c2cc(CC3(O)CCN(CCCc4ccccc4)CC3)on2)c1	3	-1
CCOc1ccc(-c2nn3c(-c4ccccc4)nnc3s2)cc1	-1	4
O=C(CSc1ncnc2sc3c(c12)CCCC3)c1ccco1	2	14
COc1ccc(CNC(=O)CCNS(=O)(=O)c2cc(Br)cnc2N)cc1	15	-17
Cn1c(=O)c2c(nc(NCc3cccnc3)n2Cc2cccc(C(F)(F)F)c2)n(C)c1=O	23	-16
Cc1ccccc1NC(=O)NCCc1nc2ccccc2[nH]1	3	2
Cc1ccc(NS(=O)(=O)c2ccc(NC(=O)c3ccc(-c4ccccc4)cc3)cc2)c(C)c1	-27	5
CCOC(=O)C1CCN(C(=O)CC(NS(=O)(=O)c2ccc(OC)cc2)C(C)C)CC1 (centres undefined)	7	-4
O=[N+]([O-])c1ccc(N/N=C/c2cn(-c3ccccc3)nc2-c2ccccc2)cc1	-30	4
CC(=O)N(CN1C(=O)C2CC=CCC2C1=O)c1cccc(Cl)c1 (centres undefined)	-1	-10
CCOC(=O)c1c(NC(=O)CSc2nncs2)sc(C)c1C	-5	-4
COc1ccc(Nc2ncnc3nc[nH]c23)cc1OC	-2	-4
CCCCOc1cccc(C(=O)N(Cc2cccs2)C2CCS(=O)(=O)C2)c1 (centres undefined)	13	-4
CC1(O)CC(=O)N(c2ccccc2)O1 (centres undefined)	2	18
Cc1c(NC(=O)/C=C/C(=O)O)cccc1[N+](=O)[O-]	8	-4
CCOC(=O)Cc1nnc(Nc2cccc(C)c2)c2ccccc12	-2	-2
C/C(CC(=O)Nc1ccccn1)=N\NC(=O)C(=O)Nc1cccc(C)c1	2	-1
COC(=O)c1c(C)n(-c2ccc(OC)cc2)c2ccc(O)cc12	-4	-10
CCOc1ccc(OCc2ccc(C(=O)NCC3CCCO3)o2)cc1 (centres undefined)	6	23
COc1ccc(OCC(=O)Sc2ccc(C)cc2)cc1	58	-7
CCOC(=O)c1c(-c2ccccc2)nnn1-c1nc(OC)nc(N2CCOCC2)n1	-1	-6
Cc1cccc(NC(=O)N[C@@H](C)C(=O)O)c1	4	-12
COc1cc(C2Nn3c(nnc3-c3ccccc3OC)S2)ccc1O (centres undefined)	0	-16
Cn1c(N2CCN(c3ccccn3)CC2)nc2c1c(=O)n(Cc1ccc(Cl)cc1)c(=O)n2C	27	6
Cc1ccc(-n2c(SCC(=O)OC(C)C)nnc2-c2ccncc2)cc1	-1	10
COc1ccc(CCN(C)CCC(=O)Nc2cc(C)ccc2C)cc1OC	15	-8
Cc1cc2c(cc1C)/C(=C\C(N)=O)NC(C)(C)C2	142*	-1
CC(=O)N(C)c1nc(-c2ccc(Cl)cc2)cs1	-13	74*
Cc1cc2nc(C3CCN(CC4COc5ccccc5O4)CC3)[nH]c2cc1C (centres undefined)	-143	-4
O=C1C(Cc2ccccc2)Nc2ncnc(N3CCc4ccccc4C3)c2N1Cc1ccc(Cl)cc1 (centres undefined)	17	11
NNC(=O)c1cnn(Cc2ccccc2)c1N	-4	-3
CC(C)c1nccn1S(=O)(=O)c1cc(Cl)ccc1Cl	13	-3
CCCCC1=CC2=C(c3ccco3)C(=O)C(C)(OC(=O)c3ccc(OC)cc3)C(=O)C2=CN1Cc1ccc2c(c1)OCO2 (centres undefined)	-3	-5
CCCCC(=O)Nc1ccc2oc(-c3cccnc3)nc2c1	-11	23
Cc1ccccc1C(=O)NC(=S)Nc1ccc(S(=O)(=O)N(C)c2ccccc2)cc1	5	11
C=CCC(CC=C)(C(=O)O)c1ccccc1	2	1
COc1ccccc1NC(=O)c1sc2nc(-c3ccco3)ccc2c1N	-15	-7
Cc1cc(C)c[n+](-c2nc([O-])sc2C=O)c1	17	-13
CCC(C)Nc1ccc(NC(C)CC)cc1 (centres undefined)	-135	-88
CCCc1[nH]nc2c1C(c1cccc(OC(=O)c3ccco3)c1)C(C#N)=C(N)O2 (centres undefined)	8	-9
CC1CCN(CC(=O)Nc2ccccc2C#N)CC1	2	-1
Cc1ccn2c(CN3CCOCC3)c(-c3ccccc3)nc2c1	-10	21
CN(Cc1ccccc1)Cc1nc2c(c(=O)n(C)c(=O)n2C)n1CCc1ccccc1	15	-8
Cc1cccc(N2CCN(C(=O)CSCc3c(C)noc3C)CC2)c1C	-15	7
Fc1ccc(C2=Nn3c(nnc3-c3n[nH]c4c3CCC4)SC2)cc1	114*	1

Further structures follow.
SMILES	C2C12 statin	esBAF inh
CCOC(=O)C1=C(C)OC(N)=C(C#N)C1C1CCCCC1 (centres undefined)	14	2
COc1ccccc1N1CCN(C(=O)c2ccccc2Oc2ccccc2)CC1	14	0
Fc1ccc(CN2CCCCCC2)c(F)c1	-3	-4
COc1cc(-c2nc(Cc3c(F)cccc3Cl)no2)cc(OC)c1OC	-3	5
CCOCC(=O)Nc1ccc(S(=O)(=O)Nc2ncccn2)cc1	-28	-4
Cc1ccc(Nc2c([N+](=O)[O-])cc(C(=O)N3CC(=O)Nc4ccccc43)cc2[N+](=O)[O-])c(C)c1	-24	-1
Cc1cccc(Cn2c(N3CCN(c4ccccc4)CC3)nc3c2c(=O)n(C)c(=O)n3C)c1	29	3
COc1ccc(OC)c(/C=N/NC(=O)c2csc3ccccc23)c1	12	-3
CCCCOC(=O)CNc1n[nH]c(=S)[nH]c1=O	11	-6
CCc1ccc2[nH]c(=O)c(CN(CCO)C(=O)NCc3ccccc3)cc2c1	-6	2
Cc1c(NC(=O)c2ccc3c(c2)C(=O)N(CC2CCCO2)C3=O)cccc1C(=O)O (centres undefined)	12	-6
N#Cc1c(-c2ccccc2)c(-c2ccccc2)nn(CC(=O)NNC(=O)Nc2ccc(Cl)c(Cl)c2)c1=O	-135	1
O=C(Nc1c(C(=O)N2CCOCC2)cnn1-c1ccccc1)c1ccccc1	-6	-14
c1ccc(CCNc2ncnc3nc[nH]c23)cc1	15	?
O=C(c1ccccc1)N1CCC(O)(c2ccc3c(c2)OCO3)CC1	-4	2
O=C(Nc1ccccc1)N(CCCN1CCOCC1)Cc1cc2cc3c(cc2[nH]c1=O)OCCO3	-5	5
COc1ccc(Nc2nnc(SCc3cc(=O)n4ccsc4n3)s2)cc1	-10	14
COCCN1C(=O)C(=O)/C(=C(/O)c2ccc3c(c2)OCCO3)C1c1ccc(C(=O)OC)cc1 (centres undefined)	10	-1
O=C(CCCOc1ccc(Cl)cc1Cl)NCC1CCCO1 (centres undefined)	8	-8
CCOc1ccc(C2c3c(oc4ccccc4c3=O)C(=O)N2CCCN2CCOCC2)cc1 (centres undefined)	1	8
CCOC(=O)C1=C(C)N=c2s/c(=C\c3cccn3C)c(=O)n2C1c1cccc(OC)c1OC (centres undefined)	15	-4
CC1CCCC/C1=N/Nc1ccc([N+](=O)[O-])cc1[N+](=O)[O-] (centres undefined)	6	-9
CC(C)Cn1c(=O)c(C(=O)NCc2ccccn2)c(O)c2ccccc21	-17	1
CCOC(=O)C(C#N)C(Cc1ccccc1)c1ccco1 (centres undefined)	4	-3
Cc1cccc(/N=C/c2c(O)ccc3oc4c(c23)CCCC4)n1	-2	5
COc1ccc(CCNC(=O)c2sc3cc(C)ccc3c2Cl)cc1	13	-1
CCOC(=O)C1CCN(S(=O)(=O)c2cccc(-c3cn4cccnc4n3)c2)CC1	1	0
Cc1cccc(C(=O)N2CCN(c3ccc([N+](=O)[O-])c(NCc4ccco4)c3)CC2)c1	10	2
CC1CC(C)CN(Cc2nc(N)nc(Nc3ccc4ccccc4c3)n2)C1 (centres undefined)	-73	11
Cc1ccc(S(=O)(=O)Cn2nnnc2C(C(C)C)N2CCN(c3nc4ccccc4s3)CC2)cc1 (centres undefined)	-2	5
O=C(Nc1ccccc1C(F)(F)F)c1ccc(CN2CCC(Cc3ccccc3)CC2)cc1	4	14
Cc1ccc2nsnc2c1S(=O)(=O)NCc1ccc2c(c1)OCO2	-8	7
COc1ccc(C)cc1NC(=O)CN1CCN(S(=O)(=O)c2ccc(Cl)cc2)CC1	8	7
C=CCc1cccc2cc(C(=O)NC)c(=O)oc12	15	-3
O=C(COC(=O)C1CCCCC1C(=O)N1CCc2ccccc21)NCc1ccco1 (centres undefined)	1	5
O=c1cc(C(F)(F)F)nc(-c2ccccc2)[nH]1	-8	-4
CSc1ccccc1NC(=O)c1ccc(C)o1	31	17
CCCN(Cc1cc2cc(OC)ccc2[nH]c1=O)C(=O)c1ccncc1	-19	-2
Cc1ccccc1C(=O)Nc1ccc(S(=O)(=O)N2CCN(C)CC2)cc1	-9	-1
CCOC(=O)C1=C(C)N(C)C(C)=C(C(=O)OCC)C1c1ccccn1	7	2

A section from the list above, for reference:
SMILES	C2C12 statin	esBAF inh
CC1CCCC/C1=N/Nc1ccc([N+](=O)[O-])cc1[N+](=O)[O-] (centres undefined)	6	-9
CC(C)Cn1c(=O)c(C(=O)NCc2ccccn2)c(O)c2ccccc21	-17	1
CCOC(=O)C(C#N)C(Cc1ccccc1)c1ccco1 (centres undefined)	4	-3
Cc1cccc(/N=C/c2c(O)ccc3oc4c(c23)CCCC4)n1	-2	5
COc1ccc(CCNC(=O)c2sc3cc(C)ccc3c2Cl)cc1	13	-1

A draw from above in order of formula weight, low to high.
SMILES	C2C12 statin	esBAF inh
CC1CCCC/C1=N/Nc1ccc([N+](=O)[O-])cc1[N+](=O)[O-] (centres undefined)	6	-9
CCCN(Cc1cc2cc(OC)ccc2[nH]c1=O)C(=O)c1ccncc1	-19	-2
Cc1cccc(C(=O)N2CCN(c3ccc([N+](=O)[O-])c(NCc4ccco4)c3)CC2)c1	10	2
COc1ccc(C)cc1NC(=O)CN1CCN(S(=O)(=O)c2ccc(Cl)cc2)CC1	8	7
O=C(Nc1ccccc1C(F)(F)F)c1ccc(CN2CCC(Cc3ccccc3)CC2)cc1	4	14
Cc1ccc(S(=O)(=O)Cn2nnnc2C(C(C)C)N2CCN(c3nc4ccccc4s3)CC2)cc1 (centres undefined)	-2	5

(further entries)
SMILES	C2C12 statin	esBAF inh
CCOc1ccc(NC(=O)c2cc3n(n2)C(C(F)(F)F)CC(c2ccco2)N3)cc1 (centres undefined)	4	12
O=c1[nH]c(SCc2nc3c(cnn3-c3ccccc3)c(=O)[nH]2)nc2ccccc12	-2	44*
O=C(N1CCOCC1)N1CCN(c2nc(-c3ccccc3)cs2)CC1	-9	17
O=C(c1ccc(Cl)cc1)C1CCN(C(=O)NC2CCCCC2)CC1	-30	23
O=C(CCn1cccc1)NCc1ccccc1	-1	3
CC(=O)N1CCN(C(=O)Nc2cccc(C(F)(F)F)c2)CC1	10	-7
O=C(NNC(=O)c1sc2cccc(Cl)c2c1Cl)NC1CCCCC1	3	8
COc1cc(C(=O)N2CCC(N3CCCCCC3)CC2)cc(OC)c1OC	3	-8
C/C(=N\NC(=O)C1CCCN(S(=O)(=O)c2ccccc2)C1)c1ccccn1 (centres undefined)	22	-18
Cc1ccc2nc(NC(=S)NC(=O)c3cccs3)sc2c1	4	51*
CCCCC(=O)Nc1nnc(-c2ccc(OC)cc2)s1	-1	35
COc1cc(C2C(C#N)=C(N)Oc3cc(N)ccc32)cc(OC)c1OC (centres undefined)	-54	-44
COc1cc(NC(=O)Cn2nc(C(F)(F)F)c3c2CCCC3)cc(OC)c1OC	3	4
O=C1c2ccccc2C(=O)N1CCCCN(C(=O)c1ccco1)c1ccc(Cl)cc1	29	-6
O=C(CSc1nnc(-c2ccccn2)n1Cc1ccccc1)NC1CCCC1	3	-5
C=CCn1c(SCCC#N)nnc1-c1ccncc1	8	5
NC(=O)c1cc2ccccc2oc1=NCc1ccccc1	4	6
COc1ccccc1/C=C/C1(C(=O)NC2CCCC2)CC(=O)N1c1ccc(F)cc1 (centres undefined)	25	-6
CC(C)C(NC(=O)C1CCCCC1)C(=O)Nc1ccccn1 (centres undefined)	53	0
C/C(=N\Nc1ccc(Cl)cc1)c1ccccn1	19	48*
COC(=O)c1nc2nc(C)cc(=O)n2[nH]1	-2	-4
COc1ccccc1NC(=O)c1ccc(Cl)c(S(=O)(=O)N2CCOCC2)c1	9	-3
Cc1ccccc1OCCCCn1cnc2ccccc21	-20	-30
Cn1c(=O)c2c(ncn2CC(=O)NCc2cccnc2)n(C)c1=O	106*	-17
O=C1OCC(c2ccccc2)=C1c1ccc(S(=O)(=O)N2CCOCC2)s1	-9	4
Nc1ccc(C#Cc2ccccc2)cc1	4	11
CSc1nc2ccccc2n1CC(=O)Nc1cc(C(F)(F)F)ccc1N1CCOCC1	19	-9
